Screens from PubChem.
TDP2 inh: blocks human TDP2 phosphodiesterase activity; hit rate 0.34% among 370,000; recombinant TDP2, T5PNP hydrolysis, p-nitrophenol absorbance 415 nm; inhibition, % at 12.8 µM; O95551;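 active = inhibition above the mean of all tested compounds plus 3 SD, set per campaign, cut at about 25% in these data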;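 also: 0% = DMSO with enzyme and 100% = buffer with substrate but no TDP2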
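System: recombinant human TDP2 / Amount: 120 nM TDP2 per well / Also added: 5 mM T5PNP chromogenic substrate / Doses: 12.8 µM single point, 1% DMSO / Incubation: 2 h at 37 °C / Detection: p-Nitrophenol epi absorbance / Evaluation: % inhibition relative to enzyme-containing and enzyme-free wells / Repeats: singlicate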
PG9 Ab binder: binds the HIV-1 gp120 antibody PG9. TR-FRET gp120-PG9 antibody binding. inhibition, % at 6.7 µM. hit rate 0.43% among 360,000. AID 624416; in the data active = inhibition above about 8.5%
UHRF1 binding: blocks human UHRF1 binding to methylated DNA; Q96T88; UHRF1 binding to methylated oligo, TR-FRET; inhibition, % at 4.4 µM; hit rate 0.75% among 370,000; AID 687016; in the data active = inhibition above about 21%;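 also: UHRF1 SRA domain binding a hemimethylated CpG hairpin DNA probe; 0% = median of test compound wells and 100% = reference inhibitor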
Target sequence (Q96T88 whole entry, looked up, the tested form may be a part): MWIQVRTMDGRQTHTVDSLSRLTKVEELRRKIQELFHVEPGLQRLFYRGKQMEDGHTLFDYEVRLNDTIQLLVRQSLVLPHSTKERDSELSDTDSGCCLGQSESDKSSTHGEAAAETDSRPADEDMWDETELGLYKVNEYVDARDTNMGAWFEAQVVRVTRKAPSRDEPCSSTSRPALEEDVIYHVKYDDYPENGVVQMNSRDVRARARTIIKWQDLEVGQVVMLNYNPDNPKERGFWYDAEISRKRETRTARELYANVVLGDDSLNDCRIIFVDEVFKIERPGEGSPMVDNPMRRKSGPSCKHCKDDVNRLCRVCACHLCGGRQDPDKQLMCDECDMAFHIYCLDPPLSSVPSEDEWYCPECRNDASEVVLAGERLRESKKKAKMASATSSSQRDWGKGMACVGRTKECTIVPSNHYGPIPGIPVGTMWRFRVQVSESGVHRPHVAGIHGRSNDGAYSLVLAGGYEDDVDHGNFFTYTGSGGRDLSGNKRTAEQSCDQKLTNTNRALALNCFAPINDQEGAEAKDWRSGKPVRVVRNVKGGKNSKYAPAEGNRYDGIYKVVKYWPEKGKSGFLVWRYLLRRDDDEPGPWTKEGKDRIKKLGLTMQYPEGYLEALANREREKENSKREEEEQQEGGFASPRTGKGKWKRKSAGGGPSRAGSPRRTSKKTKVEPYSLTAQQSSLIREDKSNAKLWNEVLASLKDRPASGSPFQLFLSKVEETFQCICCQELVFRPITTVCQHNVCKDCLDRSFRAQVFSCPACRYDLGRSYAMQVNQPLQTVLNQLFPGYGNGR
HTRA1 inhibitor: inhibitors of human serine peptidase HTRA1; AID 504803; inhibition, % at 5.96 µM; hit rate 0.5% among 340,000; recombinant HTRA1, FP-rhodamine activity-based probe, fluorescence polarization; in the data active = inhibition above about 36%;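 also: 0% = enzyme with DMSO and 100% = wells lacking enzyme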
SIAE inh: human SIAE inhibition, primary screen. Q9HAT2. SIAE FP-Rh probe binding, fluorescence polarization. hit rate 0.69% among 370,000. inhibition, % at 9.66 µM. AID 1053197;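 active = inhibition above a cutoff: mean of compounds within the control limits plus 3 SD of those, cut at about 17% in these data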;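 also: 0% = plate median of compound wells and 100% = probe without SIAE protein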
LEDGF integ inh: blocks HIV-1 LEDGF/p75-dependent DNA integration; TR-FRET IN-LEDGF/p75 DNA integration, Eu/Cy5; inhibition, % at 3.7 µM; hit rate 0.64% among 370,000; AID 743269;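 active = inhibition above the screen-wide mean plus 3 SD, cut at about 13% in these data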;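 also: signal is the Cy5 over europium emission ratio at 671 and 618 nm; 0% = plate median of compound wells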
DDE Tn7 FP inh: disrupts Tn7 cyclic peptide binding to fibrin D-Dimer-E complex. P02675. FP displacement of FITC-Tn7 peptide from fibrin DD(E); 0% = median of compound wells per plate. inhibition, % at 8.3 µM. hit rate 0.13% among 370,000;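 active = inhibition above the mean of compounds falling within the control limits plus 3 SD of them, cut at about 14% in these data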;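 also: 0% = plate median of compound wells and 100% = 10 µM Aha-Tn7 peptide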
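System: human fibrin DD(E); quantity: Fibrin-DD(E) at 2 µM final; also added: fluorescent Tn7 probe at 0.1 µM; compound dosing: single nominal test concentration of 8.3 µM per compound; schedule: 10 min preincubation, 3 h with tracer, room temperature; detection: fluorescence polarization of the labelled Tn7 tracer; repeats: one replicate per compound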
PRMT1 inh: inhibitors of human PRMT1; Q99873; AID 652257; inhibition, % at 2.79 µM; recombinant PRMT1, activity-based probe fluorescence polarization; hit rate 1.3% among 370,000;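 active = inhibition above about 21% made by adding two undisclosed values, limit read from the data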
TCR CD3 inh: blocks the human TCR-CD3 interaction. TAMRA-labeled TCR probe fluorescence, biochemical. inhibition, % at 9.4 µM. hit rate 0.37% among 360,000. AID 651800; in the data active = inhibition above about 19%;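 also: recombinant mutant TCR 2C K166C tagged with TAMRA read by polarization; 0% = receptor in buffer alone and 100% = receptor with positive control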
mABHD4 FP: ABHD4 (mouse) inhibition, primary FP screen. purified mABHD4, FP-Rh probe fluorescence polarization. Q8VD66. hit rate 0.54% among 370,000. AID 720543. inhibition, % at 8.92 µM;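 active = inhibition exceeding the mean over every tested compound plus 3 SD, cut at about 30% in these data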;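 also: 0% = plate median of compound wells and 100% = S159A mutant with DMSO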
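Doses – 8.92 µM, single dose · Material – wild-type mouse ABHD4 protein · Replication – single well per compound (singlicate) · Measure – percent inhibition of probe binding, normalized to plate controls · Schedule – 45 min compound pre-incubation plus 60 min probe step, 25 °C · Detection – fluorescence polarization with parallel and perpendicular emission, 525/598 nm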
Numbers without * were called inactive; x = not tested or not shown.

SMILES | TDP2 inh | PG9 Ab binder | UHRF1 binding | HTRA1 inhibitor | SIAE inh | LEDGF integ inh | DDE Tn7 FP inh | PRMT1 inh | TCR CD3 inh | mABHD4 FP
Cc1ccc(F)cc1C(=O)N1CCCCC1c1cc(C(=O)NC(C)C)no1 (centres undefined) | 6 | -1.5 | 0 | x | 9 | -3 | 3 | -2 | 2 | 5
COc1ccc([C@@H]2[C@@H]3C(=O)N(C(C)(C)C)C(=O)[C@@H]3[C@]3(Cc4ccccc4)C(=O)N(c4ccc(C)cc4)C(=O)N23)cc1 | -5 | 0.6 | 1 | -11 | -3 | -3 | 5 | 0 | 10 | 5
S=c1nc(-c2ccccc2Br)[nH][nH]1 | 1 | -0.1 | 4 | -1 | 0 | -3 | 6 | 5 | -8 | -1
COc1ccc(S(=O)(=O)N2CCOC2CNC(=O)C(=O)NCCCN2CCOCC2)cc1 (centres undefined) | -5 | -0.8 | 4 | 1 | -3 | -1 | 3 | 3 | -4 | -9
O=C1NC(=O)C2(CCCCCCCCCCC2)N1 | -3 | 1.7 | 1 | -4 | -5 | -2 | 4 | 2 | 3 | -3
CCOC(=O)CCCCCC(=O)Nc1ccc2c(c1)C(=O)N([C@H](C)CO)C[C@H](C)[C@@H](CN(C)C(=O)Nc1ccccc1)OCCCC[C@@H](C)O2 | -10 | 1.2 | 4 | -7 | -2 | -10 | 0 | 5 | 2 | -14
CC1CCC2(CC1)NC(=O)N(CC(=O)Nc1ccccc1-c1ccccc1)C2=O (centres undefined) | -3 | 1.8 | 0 | -9 | 2 | -5 | -4 | 1 | 1 | 2
Cc1cc(S(=O)(=O)N2CCN(c3ccccc3C)CC2)ccc1F | 8 | -1.2 | 0 | -20 | 1 | -2 | 1 | 0 | -3 | 2
COc1ccc(-n2c(SCC(=O)N/N=C/c3ccccc3OCC(=O)O)nc3ccccc3c2=O)cc1 | -17 | 0.7 | 8 | -5 | -6 | 3 | -6 | 12 | -7 | -8
Cc1ccc(F)cc1-c1nc(NCC2CC2)nc2ccsc12 | 1 | 0.5 | -2 | x | -4 | 7 | -3 | -1 | 8 | -1
O=C(NN1C(=O)C2CC=C(Cl)CC2C1=O)c1ccncc1 (centres undefined) | -6 | 1.3 | 6 | -1 | 3 | 4 | 4 | -6 | 7 | 2
CC(C)(C)OC(=O)NNC(=S)NCc1ccc(Cl)cc1 | -3 | -0.5 | 0 | -3 | 5 | 2 | -3 | 0 | -5 | 9
CC1Oc2ccccc2C=C1/C=N\NC(=O)c1cccnc1 (centres undefined) | 5 | -4.6 | -1 | x | 9 | 0 | 0 | 0 | 6 | 1
CC1CCCCC1NC(=O)c1ccc(CNc2c(N3CCCC3)c(=O)c2=O)cc1 (centres undefined) | 10 | 0.5 | 1 | 2 | 8 | 2 | 0 | 5 | -7 | -2
Cc1nc(CNC(=O)c2cc(COc3c(F)cccc3F)on2)cs1 | 10 | 1.5 | -3 | -2 | 4 | 3 | 2 | 2 | -4 | -1

Ordered by number of heavy atoms (highest first): 7 of the compounds above
SMILES | TDP2 inh | PG9 Ab binder | UHRF1 binding | HTRA1 inhibitor | SIAE inh | LEDGF integ inh | DDE Tn7 FP inh | PRMT1 inh | TCR CD3 inh | mABHD4 FP
COc1ccc([C@@H]2[C@@H]3C(=O)N(C(C)(C)C)C(=O)[C@@H]3[C@]3(Cc4ccccc4)C(=O)N(c4ccc(C)cc4)C(=O)N23)cc1 | -5 | 0.6 | 1 | -11 | -3 | -3 | 5 | 0 | 10 | 5
COc1ccc(-n2c(SCC(=O)N/N=C/c3ccccc3OCC(=O)O)nc3ccccc3c2=O)cc1 | -17 | 0.7 | 8 | -5 | -6 | 3 | -6 | 12 | -7 | -8
CC1CCCCC1NC(=O)c1ccc(CNc2c(N3CCCC3)c(=O)c2=O)cc1 (centres undefined) | 10 | 0.5 | 1 | 2 | 8 | 2 | 0 | 5 | -7 | -2
Cc1nc(CNC(=O)c2cc(COc3c(F)cccc3F)on2)cs1 | 10 | 1.5 | -3 | -2 | 4 | 3 | 2 | 2 | -4 | -1
Cc1ccc(F)cc1-c1nc(NCC2CC2)nc2ccsc12 | 1 | 0.5 | -2 | x | -4 | 7 | -3 | -1 | 8 | -1
O=C(NN1C(=O)C2CC=C(Cl)CC2C1=O)c1ccncc1 (centres undefined) | -6 | 1.3 | 6 | -1 | 3 | 4 | 4 | -6 | 7 | 2
CC(C)(C)OC(=O)NNC(=S)NCc1ccc(Cl)cc1 | -3 | -0.5 | 0 | -3 | 5 | 2 | -3 | 0 | -5 | 9

Next entries:
SMILES | TDP2 inh | PG9 Ab binder | UHRF1 binding | HTRA1 inhibitor | SIAE inh | LEDGF integ inh | DDE Tn7 FP inh | PRMT1 inh | TCR CD3 inh | mABHD4 FP
COCCN1C(=O)c2ccccc2C1c1nnnn1-c1ccc2c(c1)OCCO2 (centres undefined) | 10 | 0.7 | -2 | x | 9 | 4 | 5 | -3 | -1 | 0
CCOCC(=O)Nc1ccc([N+](=O)[O-])cc1Cl | -6 | -2.3 | 2 | x | -1 | -4 | 2 | -3 | 4 | 3
COc1ccc(C(=O)Nc2ccc(NC(=O)c3cc(OC)c(OC)c(OC)c3)cn2)cc1 | -8 | 20* | 0 | -1 | -8 | -3 | 3 | 2 | 10 | 0
O=C(Cn1cnc2c(cnn2-c2ccc(F)cc2)c1=O)N1CCCc2ccccc21 | -7 | -2.6 | 2 | 0 | 3 | -1 | 3 | 1 | -4 | 5
CC(=O)/C(=C/c1ccccc1)C(=O)Nc1ccccc1C | 5 | -0.2 | -4 | 11 | 4 | 2 | 4 | -7 | 5 | -2
C[C@H]1COC(=O)CCC/C=C\C[C@H](CC(=O)N(CCO)Cc2ccccc2)C(=O)N1 | -8 | -0.5 | -1 | 2 | -5 | 0 | -3 | -2 | 2 | -2
O=C(CCCc1nc2ccccc2s1)Nc1nccs1 | -10 | -0.4 | 1 | 0 | -3 | 5 | 2 | 41* | -4 | -6
CC12CCC(C(=O)NCCCn3ccnc3)(OC1=O)C2(C)C (centres undefined) | -8 | 0.0 | 7 | 2 | 3 | 1 | 1 | 0 | -1 | 1
CCC(=O)c1ccc(OCc2ccc(C(=O)c3ccccc3)cc2)cc1 | -2 | 1.1 | 22* | -1 | -7 | -1 | -5 | 0 | 1 | 2
COc1ccc(-n2c(SCC(=O)Nc3ccc(C(N)=O)cc3)nc3c([nH]c4ccccc43)c2=O)cc1OC | -6 | 1.8 | 0 | -6 | -11 | -1 | 1 | 2 | -3 | -7
Cc1cc(C)n2nc(/C(C#N)=C/c3ccccn3)c(C#N)c2n1 | 5 | -0.9 | -1 | 21 | 1 | 1 | -6 | 8 | -7 | 16
Cc1ccc(CNC(=O)c2ccc(Br)o2)cc1 | -7 | -4.6 | 2 | -1 | -2 | -1 | -7 | 0 | 0 | 4
Fc1ccc(NCc2nnc(SCc3nnc(-c4ccccc4)o3)n2CC2CCCO2)cc1 (centres undefined) | -11 | 0.5 | -2 | 2 | 1 | 1 | 1 | -1 | 6 | -8
CCOC(=O)COc1ccc(S(=O)(=O)Nc2ccc3c(c2)OCO3)cc1 | 9 | -0.1 | -2 | 1 | 4 | 4 | -5 | -1 | 6 | 0
COc1cccc(CN2CCNC(=O)C2CC(=O)N(C)CC2CCOCC2)c1 (centres undefined) | 19 | 0.4 | -5 | -4 | 10 | 0 | 2 | 0 | -1 | 1
Cc1ccc(C(=O)Nc2cccc([N+](=O)[O-])c2)cc1S(=O)(=O)Nc1ccc(NC(=O)c2ccccc2)cc1 | 7 | -0.8 | 2 | -88 | -50 | -1 | 7 | 0 | 30* | -98
O=C(CN(C(=O)CNC(=O)c1cccs1)c1ccc(F)cc1)NC1CCCC1 | 9 | 0.3 | 2 | 3 | 5 | 5 | 7 | -2 | -3 | 5
COc1cccc(NC(=O)Nc2nnc([C@@H]3C[C@H](O)[C@@H](CO)O3)s2)c1 | -9 | -0.4 | 2 | x | -10 | 7 | -1 | -3 | 2 | -6
Cn1ccsc1=NC(=O)c1cc(S(=O)(=O)N2CCOCC2)ccc1Cl | 8 | -0.8 | 2 | 8 | 0 | 1 | -8 | -2 | 0 | 2
Cc1cc(C(=O)COC(=O)CN(C)S(=O)(=O)c2ccc(Cl)cc2)c(C)n1Cc1cccs1 | 1 | -0.4 | 5 | -9 | -4 | 0 | -5 | 0 | 2 | -5
CCCCn1c(N)c(N(CCC(C)C)C(=O)c2cccc(S(=O)(=O)N3CCN(C)CC3)c2)c(=O)[nH]c1=O | -9 | -0.7 | -4 | 4 | -5 | 4 | -8 | 2 | 7 | 3
Nn1c(SCc2cccc3ccccc23)nnc1-c1cc(-c2ccc(F)cc2)n[nH]1 | -2 | x | -3 | x | -1 | -1 | -3 | -1 | x | 1
CCOC(=O)c1c(C)[nH]c(C(=O)COC(=O)C2CC2)c1C | 0 | -2.3 | 1 | 2 | 6 | 2 | 4 | 2 | 6 | 3
O=C(NN=Cc1ccccc1Cl)c1ccccc1 | 6 | -2.0 | -2 | 5 | 0 | -3 | 3 | -2 | -3 | 3
Cc1cccc(C)c1N(CC(=O)Nc1cccc(N(C)S(C)(=O)=O)c1)S(C)(=O)=O | -10 | -0.9 | -1 | -2 | 8 | -4 | 4 | 0 | 1 | 3
O=C(CN1CCN(Cc2ccc(Cl)cc2)CC1)N/N=C/c1cccs1 | -3 | -1.7 | -2 | 7 | 0 | 2 | -4 | -1 | 9 | 2
COc1ccc(C(=O)N2CCN(S(=O)(=O)c3ccc(Cl)cc3)CC2)cc1S(=O)(=O)N1CCOCC1 | 9 | 0.4 | -1 | 1 | 6 | -1 | -5 | 1 | -6 | 9
Cc1cccc(NC(=O)CN2CCc3cc4c(cc3C2)OCCCO4)c1 | 10 | 1.8 | 0 | -1 | 3 | 0 | 2 | 3 | -4 | 12
OC(CNCc1cccc(Cl)c1)c1ccccc1 (centres undefined) | 2 | -1.3 | 2 | 0 | 3 | -1 | -3 | 2 | 8 | 0
O=S(=O)(c1ccccc1Br)N1CCC(O)(c2cccnc2)CC1 | 10 | 0.5 | 0 | 1 | -2 | 0 | -1 | 1 | 2 | 0
CCO[C@@H]1OC(C(=O)N2CCN(Cc3ccc4c(c3)OCO4)CC2)=C[C@H](c2ccc3c(c2)OCO3)[C@H]1CCCO | -10 | -3.0 | 4 | x | -4 | -1 | -5 | -3 | 4 | 0
CC(C)CN(CCCNC(=O)CN1C(=O)COc2ccc(S(=O)(=O)N3CCC(C)CC3)cc21)CC(C)C | -17 | -2.0 | 18 | 1 | 1 | -7 | 0 | 1 | -3 | 4
